Bioassay records deposited in PubChem BioAssay by National Center for Advancing Translational Sciences (NCATS).
ELG1 genotoxic: induces genotoxicity in HEK293T cells with luciferase-tagged ELG1; HEK293T ELG1-luciferase reporter, luminescence, 16 h; Potency, µM (highest dose often 46 µM), for the others: top-dose activity change, positive = activation, usual class: activators; actives 1.3% (n = 330,000); note: potency is the fitted concentration of half-maximal effect; % of control where 0% means no effect; nearly all actives have a fitted effect of over 60% in size
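Luminescence read-out: rising ELG1-luciferase signal, reflecting elevated ELG1 protein under genetic stress, flags genotoxic compounds. Cells were treated for 16 hr at 37 °C before ONE-Glo detection.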
B2AR arrestin: recruits beta-arrestin to the human beta2-adrenergic receptor; beta-arrestin recruitment to beta2AR, cell-based reporter; AID 492947; actives 0.02% (n = 330,000); Potency, µM (series often up to 46.1 µM), without a hit: top-dose activation, usual class: activators; P07550;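 note: potency is the fitted concentration of half-maximal effect; 0% = DMSO controls and full agonism = EC100 isoproterenol or metaproterenol; nearly all actives have a fitted effect of over 65% in size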
Target sequence (P07550 whole entry, looked up): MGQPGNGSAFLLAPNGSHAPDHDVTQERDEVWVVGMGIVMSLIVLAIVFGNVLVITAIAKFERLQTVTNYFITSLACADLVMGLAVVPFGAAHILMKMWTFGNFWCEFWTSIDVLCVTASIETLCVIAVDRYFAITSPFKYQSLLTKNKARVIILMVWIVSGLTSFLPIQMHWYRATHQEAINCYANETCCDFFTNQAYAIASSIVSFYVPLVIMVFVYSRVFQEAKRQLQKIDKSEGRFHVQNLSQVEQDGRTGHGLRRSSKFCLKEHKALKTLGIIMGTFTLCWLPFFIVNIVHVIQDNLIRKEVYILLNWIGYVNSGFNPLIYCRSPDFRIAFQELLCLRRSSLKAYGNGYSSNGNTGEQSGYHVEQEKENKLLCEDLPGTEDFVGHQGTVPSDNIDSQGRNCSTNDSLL
Integrin act MD: activates integrin-mediated alleviation for muscular dystrophy | alpha7betagal myoblasts, beta-gal FDG fluorescence, 48 h | Potency, µM (highest dose often 38.3 µM), inactives show at the top dose activation, actives largely listed as activators | actives 0.064% (n = 350,000) | AID 624291;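 note: potency is the fitted concentration of half-maximal effect; 100% = response of the positive control SU9516; nearly all actives have a fitted effect of over 60% in size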
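alpha7betagal+/- myoblasts (passage 13, 250/well) treated 48 h at 37C with compounds at 1:260 dilution of DMSO stock. Lysed, then beta-galactosidase activity read as FDG fluorescence (ex 480/em 540) after 30 min, with pre-read for autofluorescence.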
USP2a block: USP2a (human) protease inhibition | USP2 core, Ub-CHOP2 coupled fluorogenic reporter, 485/531 | actives 0.01% (n = 330,000) | O75604 | Potency, µM (highest dose often 38.3 µM), inactives show at the highest dose activity change, negative = inhibition, hits mostly inhibitors;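 note: potency is the fitted concentration of half-maximal effect; plate controls were DMSO wells for no effect and full inhibition by NEM control for full effect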
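USP2 core (10nM final) preincubated 30min RT with compound in 20mM Tris-HCl pH 8.0, 2mM CaCl2, 2mM beta-mercaptoethanol, 0.05% CHAPS; 25nM Ub-CHOP2 plus 25nM reporter substrate added, fluorescence (Ex485/Em531) read after 60min.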
TRPV1 ag: agonists of human vanilloid receptor 1 (TRPV1) | actives 0.19% (n = 320,000) | AID 540275 | TRPV1-expressing cells, Fluo-8 calcium influx, agonist mode | Q8NER1 | activation, % at 8.33 µM; in the data active = activation above about 80%; inconclusive = between about 30% and that limit; note: 0% is about no effect
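Cells expressing TRPV1 were dye-loaded with Fluo-8 and read kinetically: 10 s baseline, 3 min after compound (agonist portion), then 2 min after EC20 capsaicin (allosteric enhancer portion). Calcium-bound dye fluorescence at 480/520 nm.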
p53 reactivation: mutant p53 re-activation in reporter cells | H1299 p53-A138V BP100-luciferase reporter, luminescence, 24 h | Potency, µM (series often up to 92.2 µM), without a hit: at the highest dose activity change, positive = activation, hits mostly activators | actives 0.063% (n = 320,000) | AID 504706; note: potency is the fitted concentration of half-maximal effect; % of control where 0% means no effect; nearly all actives have a fitted effect of over 45% in size
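p53-null H1299 cells stably carrying temperature-sensitive p53-A138V and a BP100-luciferase reporter were pinned with compounds (4-point, 1:5 series) and held 24 hrs at 37 deg C. Luminescence was read 10 min after detection reagent.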
BRCA1 expr up: activators of BRCA1 expression; Potency, µM (doses to about 46.1 µM), without a hit: at the highest dose activation, usual class: activators; MCF7-BRCA1-FFLuc reporter, luminescence, 48 h; response scale: scaled: vehicle 0%, 10 µM genistein 100%; AID 624202; actives 1.1% (n = 380,000); note: potency is the fitted concentration of half-maximal effect; nearly all actives have a fitted effect of over 80% in size; some results filed as inactive show a strong effect at the top dose
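First, MCF7-BRCA1-FFLuc cells (2000/well) attach for 2 h; next, compounds are pin-added and incubated 48 h at 37 °C; finally, luciferase reagent is added and luminescence read after 15 min.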
uPA generation: cell surface uPA generation inhibition | AID 540303 | cell surface uPA generation assay, qHTS | Potency, µM (doses to about 38.3 µM), for inactives: at the top dose activity change, negative = inhibition, hits mostly inhibitors | actives 0.31% (n = 330,000); active = well fitted inhibition curve with a large enough effect; inconclusive = small, poorly fitted or top-dose-only effect; inactive = no such curve, though single readings can be large or run the other way; tested in mouse RAW 264.7 cells; note: potency is the fitted concentration of half-maximal effect; % is set by controls: 0 for no effect and ±100 for the full control effect; nearly all actives have a fitted effect of over 55% in size
PTAP TSG101 blk: blocks PTAP/TSG101 interaction to inhibit HIV-1 budding. Q99816. Fluorescence polarization, FITC-PTAP peptide / Tsg101 binding. Potency, µM (doses to about 115 µM), for inactives: at the top dose activity change, negative = inhibition, actives largely listed as inhibitors. 340,000 tested, under 10 active. AID 493005; active = well fitted inhibition curve with a large enough effect in the main read-out, with a control signal flat, not every such curve was filed as active; inconclusive = small, poorly fitted or top-dose-only effect, or effect the other way, or a change in a side signal; inactive = no such curve, though single readings can be large or run the other way; note: potency is the fitted concentration of half-maximal effect; % of control where 0% means no effect
Target sequence (Q99816 whole entry, looked up): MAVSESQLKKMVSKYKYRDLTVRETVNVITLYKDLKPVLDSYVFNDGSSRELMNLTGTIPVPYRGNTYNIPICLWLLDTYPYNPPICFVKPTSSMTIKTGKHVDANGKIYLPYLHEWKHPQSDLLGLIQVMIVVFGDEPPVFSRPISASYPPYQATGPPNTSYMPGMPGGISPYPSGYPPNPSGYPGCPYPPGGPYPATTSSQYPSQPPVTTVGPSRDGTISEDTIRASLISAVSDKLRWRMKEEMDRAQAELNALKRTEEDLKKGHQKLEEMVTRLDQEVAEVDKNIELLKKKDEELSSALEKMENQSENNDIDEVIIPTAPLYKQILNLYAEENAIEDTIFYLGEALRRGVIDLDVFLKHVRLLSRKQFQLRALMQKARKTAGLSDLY
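Compounds were pin-transferred onto Tsg101 binding domain (10 uM final) in HEPES pH 7.5 buffer, then FITC-PTAP peptide was added at 50 nM final. After 20 min at RT, polarization reported peptide displacement across a qHTS concentration series.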
Eya2 phos inh: inhibitors of human Eya2 phosphatase activity. O00167. recombinant Eya2, OMFP fluorescence dephosphorylation (OMFP is methylfluorescein phosphate). Potency, µM (top dose mostly 76.9 µM), without a hit: at the top dose activity, negative = inhibition, hits mostly inhibitors. actives 0.006% (n = 330,000); note: potency is the fitted concentration of half-maximal effect; % is set by controls: 0 for no effect and ±100 for the full control effect
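Eya2 protein (added as 0.2 uM solution) was preincubated with compound for 10 min at ambient temperature in 50 mM HEPES pH 7.5, 50 mM NaCl, 5 uM MgCl2, 0.05% BSA, 1 mM DTT. OMFP (added at 50 uM) then reacted 10 min; fluorescence read at 485/525 nm.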
S-ASM inh: human S-ASM enzyme inhibition; P17405; placental ASM, HMU-PC fluorogenic substrate, 60 min; Potency, µM (titrated, usually from 57.5 µM), without a hit: at the highest dose activity change, negative = inhibition, hits mostly inhibitors; actives 0.006% (n = 340,000); AID 504937; note: potency is the fitted concentration of half-maximal effect
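HMU-PC0 cleavage (9 uM final) by human placental ASM, 60 min at 37 °C following 10 min compound exposure at RT; stopped at pH 10, fluorescence Ex 386/Em 447 nm.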
Active calls of the source: *; ? = inconclusive; . = not tested or not shown; [ ] = remark or other dose. Unless noted, calls come from the whole dose curve; as a rule, active = well fitted curve in the direction sought with a large enough effect; inconclusive = small, poorly fitted or top-dose-only effect, or another doubt; inactive = no such curve, though single readings can be large; an effect the other way counts as inactive or inconclusive.

Structure	ELG1 genotoxic	B2AR arrestin	Integrin act MD	USP2a block	TRPV1 ag	p53 reactivation	BRCA1 expr up	uPA generation	PTAP TSG101 blk	Eya2 phos inh	S-ASM inh
Cc1ccc(CSC2=NCCN2C(=O)C(C)Oc2ccccc2)cc1 (stereo unspecified)	-4%	0.2%	0%	-1%	14	1%	2%	-2%	3%	-24%	2%
CC(C)C(CCNC(=O)CC(Cc1ccccc1)c1ccco1)c1ccco1 (stereo unspecified)	-6%	-0.7%	14%[7.66 µM]	-10%	18	17%	-38%	2%	1%	2%	-1%
COc1ccc(/C(C)=N/NC(=S)NCCc2ccccc2)c(O)c1	0%	?	-35%	-5%	3	3%	-38%	0%	1%	0%	?
COC(=O)COc1ccc(S(=O)(=O)N2CCN(c3ccccc3)CC2)cc1	-3%	-0.2%	-22%	-1%	3	-6%	-10%	2%	-1%	0%	-2%
CSc1ccc(S(=O)(=O)N2CCC(C(=O)NCCCn3ccnc3)CC2)cc1	0%	-0.1%	-5%	4%	1	12%	-17%	9%	-3%	-10%	-1%
C=CCn1c(SCCC(=O)O)nnc1-c1cccs1	2%	-0.2%	10%	1%	-3	17%	-12%	-7%	-6%	1%	-1%
O=C(O)CCCN1C(=O)c2cccc3cccc(c23)C1=O	0%	-0.2%	-6%	-2%	2	10%	0%	7%	2%	-3%	6%
CC(NC(=O)c1ccccc1Br)c1nnc(SCc2ccc([N+](=O)[O-])cc2)n1C (stereo unspecified)	-2%	-4.0%	-10%	-6%	-1	7%	10%	.	-3%	-7%	-3%
Cc1ccc(NC(=O)N2CCC(c3ccccc3)C2)cc1C (stereo unspecified)	?	-0.2%	1%	0%	?	18%	2.8µM*	-1%	0%	-24%	2%
CCC1(C)Cc2c(sc3nc(NN)n(C)c(=O)c23)CO1 (stereo unspecified)	?	0.4%	-50%[inhibitor]	-2%	11	-1%	-79%	-6%	1%	7%	-2%
O=C(Nc1ccc(C(=O)N2CCCC2)cc1)C1CC1	.	.	23%	.	.	.	58%	4%	-5%	.	4%
CCOc1ccccc1CNC(=O)C1CCCN(c2nc3ccccc3o2)C1 (stereo unspecified)	-2%	-0.4%	.	1%	?	19%	.	.	.	-9%	.
Cc1nn2c(-c3ccncc3)ccnc2c1Br	5%	-0.1%	10%	-2%	-6	-1%	0%	3%	-1%	?	-1%
Cc1ccc(O)c(-c2cc(-c3ccccc3[N+](=O)[O-])[nH]n2)c1	8%	-0.6%	20%	0%	1	?	-31%	-2%	-2%	-9%	-10%
O=C(NCc1ccccc1Cl)c1ccc(S(=O)(=O)Nc2cccc(C(F)(F)F)c2)cc1	-1%	-0.6%	13%	-2%	3	3%	3%	0%	-6%	-11%	-3%
Cc1cc(S(=O)(=O)NCc2ccccn2)c(Cl)cc1Cl	-4%	-0.4%	9%	-1%	10	1%	-15%	-7%	-1%	-5%	3%
COCCN(Cc1ccccc1)C(=O)C1CCN(S(=O)(=O)c2ccc(OC)c(OC)c2)CC1	0%	0.5%	-11%	2%	0	-3%	-4%	-9%	-2%	32%	10%
CC(C)(C)S(=O)(=O)N1Cc2ccc(CO)cc2[C@H]1CCO	.	.	9%	.	.	.	4%	1%	-5%	.	0%
Cc1nnc(SCC(=O)NC2CCCc3c2cnn3-c2ccccc2F)o1 (stereo unspecified)	1%	-0.2%	23%	4%	0	-1%	0%	3%	1%	-5%	0%
CCC(C)Sc1nnc(CSc2nc3nc(C)cc(C)n3n2)o1 (stereo unspecified)	1%	0.3%	29%	1%	3	-1%	2%	-1%	-2%	-10%	0%
CCOc1ccc(Nc2nc(CC(=O)OC)cc(=O)[nH]2)cc1	-2%	-0.8%	26%	3%	-3	2%	-2%	-2%	-4%	3%	0%
CC(=O)Nc1ccc(S(=O)(=O)NCC(=O)OCC(=O)c2cc(C)n(-c3ccc4c(c3)OCO4)c2C)cc1	-3%	0.2%	?	5%	-2	-3%	-21%	3%	2%	4%	-5%
COc1ccc2nc(SCC(=O)Nc3ccc4c(c3)CCC4)[nH]c2c1	-2%	-1.1%	-2%	-3%	29	6%	-5%	0%	-8%	-3%	-9%
C=CCNc1nc2c3ccccc3n(C(C)=O)c2s1	?	-3.1%	-32%	2%	-4	?	0%	-6%	-6%	14%	-1%
c1ccc(-c2ccc(OCCOCCn3cncn3)cc2)cc1	?	-0.1%	19%	2%	15	?	7.1µM*	2%	3%	-15%	-2%
O=C(CN(Cc1ccco1)S(=O)(=O)c1cccs1)Nc1ccccc1C(F)(F)F	-3%	0.3%	-12%	2%	11	-4%	-16%	-9%	3%	-5%	1%
COc1ccc(-n2c(SC3CCOC3=O)nc3ccccc3c2=O)cc1Cl (stereo unspecified)	0%	0.5%	0%	3%	3	-7%	3%	-25%	1%	-4%	4%
CCC(C)NC(C(=O)Nc1ccc(Cl)c([N+](=O)[O-])c1)c1ccccc1 (stereo unspecified)	-2%	-1.7%	-13%	2%	10	2%	-29%	-3%	-3%	4%	-1%
CN(Cc1ccccc1)C(=O)c1nc[nH]c1C(=O)N1CCN(c2ccccc2)CC1	2%	-0.9%	-17%	2%	4	-1%	-1%	6%	-1%	4%	1%
Cc1ccc(S(=O)(=O)N2[C@@H](c3ccc(Cl)cc3)C(C(=O)O)=CC[C@H]2c2cccs2)cc1	1%	-0.7%	4%	3%	1	2%	-1%	-7%	-5%	10%	5%

3 compounds out of the list above, ordered by their value in p53 reactivation, rising.
Molecule | p53 reactivation
CCC1(C)Cc2c(sc3nc(NN)n(C)c(=O)c23)CO1 (stereo unspecified) | -1%
CSc1ccc(S(=O)(=O)N2CCC(C(=O)NCCCn3ccnc3)CC2)cc1 | 12%
CCOc1ccccc1CNC(=O)C1CCCN(c2nc3ccccc3o2)C1 (stereo unspecified) | 19%

Fetched by structure from the entries so far (five):
Structure	ELG1 genotoxic	B2AR arrestin	Integrin act MD	USP2a block	TRPV1 ag	p53 reactivation	BRCA1 expr up	uPA generation	PTAP TSG101 blk	Eya2 phos inh	S-ASM inh
CCC1(C)Cc2c(sc3nc(NN)n(C)c(=O)c23)CO1 (stereo unspecified)	?	0.4%	-50%[inhibitor]	-2%	11	-1%	-79%	-6%	1%	7%	-2%
COCCN(Cc1ccccc1)C(=O)C1CCN(S(=O)(=O)c2ccc(OC)c(OC)c2)CC1	0%	0.5%	-11%	2%	0	-3%	-4%	-9%	-2%	32%	10%
CC(NC(=O)c1ccccc1Br)c1nnc(SCc2ccc([N+](=O)[O-])cc2)n1C (stereo unspecified)	-2%	-4.0%	-10%	-6%	-1	7%	10%	.	-3%	-7%	-3%
COC(=O)COc1ccc(S(=O)(=O)N2CCN(c3ccccc3)CC2)cc1	-3%	-0.2%	-22%	-1%	3	-6%	-10%	2%	-1%	0%	-2%
O=C(NCc1ccccc1Cl)c1ccc(S(=O)(=O)Nc2cccc(C(F)(F)F)c2)cc1	-1%	-0.6%	13%	-2%	3	3%	3%	0%	-6%	-11%	-3%

Other structures
Structure	ELG1 genotoxic	B2AR arrestin	Integrin act MD	USP2a block	TRPV1 ag	p53 reactivation	BRCA1 expr up	uPA generation	PTAP TSG101 blk	Eya2 phos inh	S-ASM inh
CN1C=CC=C/C1=C1\SC(=S)N(N)C1=O	0%	-0.2%	-3%	1%	-3	1%	-2%	1%	-1%	8%	-3%
CC(OC(=O)COc1ccccc1)C(=O)NC1CCCC1 (stereo unspecified)	0%	-0.7%	33%	4%	12	-5%	13%	2%	0%	16%	3%
COc1ccc(C(=O)OCC(=O)c2ccc3c(c2)NC(=O)CO3)cc1S(=O)(=O)N1CCOCC1	0%	-1.0%	-18%	0%	.	-5%	-25%	0%	-1%	-1%	-2%
CNC(C)c1cc(OC)ccc1OC (stereo unspecified)	0%	0.1%	20%	-1%	3	2%	13%	13%	1%	6%	4%
CCOC(=O)c1ccc(NC(=O)CC2S/C(=N/N=C/c3c[nH]c4ccccc34)NC2=O)cc1 (stereo unspecified)	0%	5.6%	-8%	0%	-2	18%	-42%	-1%	0%	-3%	-5%
COc1ccc(CNC(=O)C2(c3ccc(Cl)cc3)CC2)cc1	-1%	-0.4%	10%	1%	?	-3%	-11%	1%	-1%	-7%	5%
